NPR1 activator = GC-A stimulated cGMP production enhancers – HEK293 GC-A cells, cGMP TR-FRET, EC30 ANP, primary screen. Atrial natriuretic peptide receptor 1 (Homo sapiens), P16066. 0% at EC30 ANP, 100% saturating ANP. activation, % at 10 µM. 0.14% of 370,000 active. AID 1671463, 2021; in the data active means activation above about 40%
SMARCA2 activ = SMARCA2 (BRM) function activators, primary screen, cell-based, luminescence, high throughput; MG213 cells, MMTV-luciferase reporter, dexamethasone, overnight; activation, % at 9.1 µM; 1% of 370,000 active; in the data active means activation above about 7.8%;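 further: 0% = vehicle wells and 100% = reference activator wells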
DAX1 inh-1 = DAX1 (NR0B1) inhibitors, primary screen, cell-based, HEK293, Gal4-DAX1, luciferase luminescence; Nuclear receptor subfamily 0 group B member 1 (Homo sapiens), P51843; HEK293 Gal4-DAX1 luciferase reporter; inhibition, % at 6.75 µM; 0.99% of 340,000 active; AID 504766, 2011;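 active means inhibition above the mean over all tested compounds plus 3 SD, cut at about 4.2% in these data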;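 further: 0% = DAX1-transfected cells with DMSO and 100% = empty-vector control cells with DMSO; inhibition shows as a rise in luminescence from relieved DAX1 repression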
Target sequence (P51843 207-470 limits assumed): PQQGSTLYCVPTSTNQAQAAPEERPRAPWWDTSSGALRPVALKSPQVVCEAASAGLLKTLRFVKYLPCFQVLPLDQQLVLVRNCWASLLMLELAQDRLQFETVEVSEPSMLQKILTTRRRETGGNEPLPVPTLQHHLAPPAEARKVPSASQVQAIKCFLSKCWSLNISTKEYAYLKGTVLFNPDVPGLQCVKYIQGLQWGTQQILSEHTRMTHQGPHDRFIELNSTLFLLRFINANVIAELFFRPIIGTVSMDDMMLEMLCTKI
ssDAF12 agonist = S. stercoralis DAF-12 nuclear receptor activators, primary screen, cell-based, luminescence, HEK293, GRIP1 co-expression, lit1-tk-luc; Nuclear hormone receptor DAF-12 (Strongyloides stercoralis); HEK293 ssDAF-12/GRIP1 lit1-tk-luc reporter; % of 3 µM dafachronic acid response; activation, % at 6.8 µM; 1% of 370,000 active;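 active means activation above the mean over all tested compounds plus 3 SD, cut at about 0.9% in these data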;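 further: 0% = DMSO-only wells and 100% = 3 µM delta7-dafachronic acid wells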
hcDAF-12 act = H. contortus DAF-12 nuclear receptor activators, primary screen, cell-based, luminescence, HEK293, lit1-tk-luc reporter; activation, % at 6.8 µM; HEK293 hcDAF-12 lit1-tk-luc reporter; 0% DMSO, 100% Δ7-dafachronic acid; 1.4% of 370,000 active;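 active means activation above the mean of all tested compounds plus 3 SD, cut at about 5.5% in these data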;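 further: 100% = response to 3 µM Δ7-dafachronic acid high control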
HGIII-sPLA2 inh = human group III sPLA2 inhibitors, primary screen, biochemical, QFRET, BODIPY PC-A2 liposome substrate; Group 3 secretory phospholipase A2 (Homo sapiens), Q9NZ20; QFRET BODIPY PC-A2 liposome hydrolysis, fluorescence; inhibition, % at 12.2 µM; 0.56% of 370,000 active; AID 743126, 2013;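 active means inhibition above mean plus 3 SD of compounds lying within the high and low control bounds, cut at about 19% in these data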;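 further: 0% = median of test compound wells and 100% = no enzyme DMSO wells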
Target sequence (Q9NZ20 whole entry, looked up): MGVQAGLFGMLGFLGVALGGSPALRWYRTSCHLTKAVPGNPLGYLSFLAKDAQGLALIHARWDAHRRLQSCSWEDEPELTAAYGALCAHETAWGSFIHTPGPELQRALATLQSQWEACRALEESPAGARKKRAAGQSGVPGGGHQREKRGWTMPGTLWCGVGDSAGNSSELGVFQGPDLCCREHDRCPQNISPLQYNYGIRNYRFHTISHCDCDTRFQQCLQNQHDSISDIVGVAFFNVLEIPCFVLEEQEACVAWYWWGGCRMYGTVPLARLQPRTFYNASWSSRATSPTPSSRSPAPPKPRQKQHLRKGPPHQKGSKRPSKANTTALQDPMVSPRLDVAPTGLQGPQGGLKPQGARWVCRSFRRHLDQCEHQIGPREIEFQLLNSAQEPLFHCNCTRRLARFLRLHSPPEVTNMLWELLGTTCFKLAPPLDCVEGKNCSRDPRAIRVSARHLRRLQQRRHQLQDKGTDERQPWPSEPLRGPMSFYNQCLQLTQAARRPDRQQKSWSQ
FXN GAA850 act = FXN promoter activators, primary screen, cell-based, luciferase luminescence, HEK293 lucGAA850; HEK293 lucGAA850 FXN promoter luciferase reporter, 24 h; percent of 10 µM SAHA response; activation, % at 6 µM; 0.56% of 360,000 active; AID 540364, 2011;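 active means activation above the average of all compounds screened plus 3 SD, cutoff fixed separately per campaign, cut at about 7.5% in these data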;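 further: 0% = DMSO wells and 100% = 10 µM SAHA wells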
hgDAF-12 ag = H. glycines DAF-12 receptor agonists, primary screen, cell-based, luminescence, HEK293, GAL4 fusion, UAS-luciferase; 1.8% of 370,000 active; HEK293 GAL4-hgDAF12 UAS-luciferase reporter, agonist luminescence; normalized to butyrate control; Nuclear hormone receptor DAF-12 (Heterodera glycines), GAL4 fusion; activation, % at 6.8 µM;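 active means activation above a cutoff set at the mean of all screened compounds plus 3 SD, cut at about 10% in these data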;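 further: 0% = DMSO wells and 100% = sodium butyrate wells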
DAX1 inh-2 = DAX1 (NR0B1) inhibitors on StAR promoter, primary screen, cell-based, luminescence, SF-1 (NR5A1), full-length DAX-1 | HEK293T StAR-luciferase reporter, SF-1/DAX-1 repression relief | inhibition, % at 6.8 µM | 1.1% of 370,000 active | AID 652010, 2013;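 active means inhibition above the mean over all tested compounds plus 3 SD, cut at about 3.6% in these data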;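 further: 0% = DAX-1 cells with DMSO and 100% = cells lacking DAX-1 with DMSO; higher inhibition means more luminescence from relief of DAX-1 repression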
GC-B act = human GC-B receptor activators, primary screen, HEK293 GC-B cells, cGMP TR-FRET, EC30 CNP. Atrial natriuretic peptide receptor 2 (Homo sapiens), P20594. 0% at EC30 CNP, 100% saturating CNP. activation, % at 10 µM. 0.11% of 370,000 active. AID 1920062, 2024;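 active means activation at 10 µM reaching about 35% in either raw or pattern-adjusted values, limit read from the data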
ADAM10 inh = human ADAM10 inhibitors, primary screen, biochemical, QFRET, HTS; Disintegrin and metalloproteinase domain-containing protein 10 (Homo sapiens), O14672; recombinant ADAM10, EDANS/DABCYL FRET peptide cleavage, 3 h; inhibition, % at 7 µM; 0.62% of 370,000 active;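 active means inhibition above a per-campaign cutoff equal to the mean of compounds falling between control-based bounds plus 3 SD, cut at about 20% in these data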;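 further: 0% = DMSO wells while the 100% control is not disclosed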
An asterisk follows results filed as active; i = inactive. An unsorted share of the library; any-hit rate near 6.6%.

Below each compound: NPR1 activator	SMARCA2 activ	DAX1 inh-1	ssDAF12 agonist	hcDAF-12 act	HGIII-sPLA2 inh	FXN GAA850 act	hgDAF-12 ag	DAX1 inh-2	GC-B act	ADAM10 inh
CC1(C)CC2CC(C)(CN2C(=O)COc2cccc3ccccc23)C1 (stereo not given)
  -9	-3	1.1	-0.9	0.3	-3	3.0	0.9	-0.3	-13	7
Cn1cccc1C(C(=O)NC1CCCCC1)N(C(=O)Cc1cccs1)c1ccc2c(c1)OCO2 (stereo not given)
  -18	-3	0.5	-1.2	-0.9	1	2.1	0.9	0.1	-8	-3
CCNc1nc(SCCOc2ccc(Cl)cc2Cl)nc(N(C)C)n1
  2	1	0.8	-0.7	1.5	0	0.8	0.6	0.9	-4	-1
O=C(CCCN1C(=O)/C(=C/c2ccccc2)SC1=S)Nc1ccc(O)cc1
  2	-2	0.8	-1.0	-5.0	-6	-3.2	0.1	0.7	2	-2
CCOC(=O)N1CCN(C(=O)C2COc3ccccc3O2)CC1 (stereo not given)
  5	-3	0.3	-1.5	-2.4	6	-0.2	-1.3	-0.5	-1	0
CCOc1ccccc1-n1c(SCC(=O)NC)nnc1-c1ccco1
  2	2	0.8	-1.3	-1.9	5	-1.7	0.0	0.5	1	6
Cc1cc(C)cc(N(CCC#N)C(=O)CSc2n[nH]c(N)n2)c1
  3	-1	-0.7	-0.7	-0.9	-1	1.6	-0.4	0.6	-3	0
Cc1ccc(CNC(=O)CSc2nc(=O)n3cccc(C)c3n2)cc1
  1	-1	0.6	-1.7	-2.2	7	0.1	-1.8	-1.4	2	-34
CCc1ccc(OCC(=O)Nc2ccc3c(c2)COC3=O)cc1
  3	-5	2.8	-1.4	-0.3	-5	-1.5	-0.2	-0.3	3	0
Cc1ccc(-n2c3c(cc(C(=O)NCc4ccco4)c2=O)C(=O)CC(C)(C)C3)cc1
  -3	1	0.3	-1.2	-1.2	-11	0.0	-1.7	-0.7	-6	-21
Cc1[nH]n(-c2ccc(Cl)c(Cl)c2)c(=O)c1CCO
  -2	0	-0.3	-1.5	0.7	-11	1.4	3.3	0.1	-2	0
CCOC(=O)N/N=C(\C)c1ccc(C)c([N+](=O)[O-])c1
  -7	3	3.8	-1.5	-1.4	0	1.0	5.6	0.3	3	6
CCCCCCC1CCC(C(=O)Nn2c(C)nc3ccccc3c2=O)CC1 (stereo not given)
  -5	-1	0.3	-1.3	-0.4	-5	0.2	2.9	0.1	4	2
COc1ccc2cc(CN(CCO)C(=O)c3ccc(Br)cc3)c(=O)[nH]c2c1
  -4	-3	-1.1	-2.0	-2.2	1	-2.8	-1.7	-1.1	1	-48
O=C(O)c1ccc2c(=O)n3c(nc2c1)/C(=C/c1ccc(C(F)(F)F)cc1)CC3
  -1	-3	-1.2	-1.3	7.0*	4	0.5	0.6	0.1	-3	-68
CCOc1ccccc1OCCOCCN1CCN(Cc2ccccc2)CC1
  -2	-2	2.5	-1.4	-1.1	-4	1.7	-0.5	0.2	2	1
O=C(NC1CCCCCC1)c1ccc(CN2CCOCC2)cc1
  3	6	4.6*	-0.2	2.8	3	6.3	8.3	1.4	0	-2
CCN(CC)C(=O)COc1ccc2oc(C)c(C(=O)OC)c2c1
  2	-4	-0.2	-0.3	-1.7	1	-0.3	2.4	-1.4	-7	3
COc1ccc(-c2csc3ncnc(N4CCN(S(=O)(=O)c5ccc(C(C)=O)cc5)CC4)c23)cc1
  -4	-1	-1.2	-1.3	-2.9	-5	-0.3	0.3	-3.8	-3	3
COc1ccc(CNC(=O)C(=O)NCC(c2ccco2)N2CCOCC2)cc1 (stereo not given)
  5	5	1.4	-1.6	1.0	5	0.2	-0.7	0.4	1	7
CCc1cc(=O)oc2cc(C)cc(OCC(=O)NCc3ccncc3)c12
  -9	2	-0.1	-1.1	-0.8	1	0.0	0.7	-0.4	-6	-363
O=C(O)COc1ccc2c3c(c(=O)oc2c1)CCC3
  3	-1	1.1	-0.9	-0.5	3	-2.0	-1.6	0.6	-14	-378
Cc1cc(C)c(OCC(=O)OC(C)C(=O)NCc2ccccc2)c(C)c1 (stereo not given)
  -2	-1	-1.3	-0.2	-1.8	2	0.9	-0.4	0.7	-2	-6
CN(C)CCn1c2c(c(SCC(=O)Nc3ccc4c(c3)OCCO4)nc1=O)CCCC2
  4	-2	-0.9	-0.9	-1.8	14	0.8	-1.8	-0.4	1	-8
Cc1ccc(CC(=O)N2CCN(S(=O)(=O)c3ccccc3)CC2)cc1C
  -1	-1	-1.0	-1.4	0.3	-1	2.0	-3.0	-0.5	0	0
CCOC(=O)CN(C(=O)c1snc(C(N)=O)c1N)C(C(=O)NCCC(C)C)c1ccc(F)cc1 (stereo not given)
  -20	-3	1.3	-1.9	-2.8	-6	1.3	1.4	-0.1	-12	-77
O=C1c2ccccc2S(=O)(=O)c2cc(C(=O)N3CCN(c4ccccc4)CC3)ccc21
  3	0	-1.3	-1.7	0.4	7	-1.8	1.0	-0.1	6	-4
CCn1c(C)c(C)c2cc(C(=O)NCCc3ccco3)ccc21
  0	-2	0.5	-1.1	0.0	-13	2.4	-3.2	0.1	0	-6
CC(C)(C)NC(=O)C(=O)NNC(=O)COc1ccc(Br)cc1
  5	-1	-2.1	-1.6	0.3	-4	1.4	0.1	-0.3	-2	-1
CC(NC(=O)c1cc2cc(Cl)ccc2oc1=N)c1ccccc1 (stereo not given)
  1	-2	-0.1	-0.4	0.9	5	0.5	1.1	0.1	0	-9
O=C(c1cc2ccccc2o1)N1CCN(c2ncccn2)CC1
  -3	-1	3.6	-1.1	-2.2	0	0.4	1.5	0.7	-4	-20
CC(C)CC(=O)NC(=S)Nc1ccccc1N1CCCC1
  -3	-3	1.9	-0.8	0.4	11	1.4	-2.2	-0.5	-1	-21
O=C(C1CCN(c2nnc(-n3cccc3)s2)CC1)N1CCOCC1
  5	1	0.4	-0.8	1.9	-1	1.9	-3.2	0.0	1	-1
COc1ccc(OCC(O)Cn2c(N)nc3c2c(=O)[nH]c(=O)n3C)cc1 (stereo not given)
  -5	-5	1.7	-0.4	-0.6	11	0.1	-1.4	0.8	0	-7
CC1N(C)c2cc(NC(=O)c3ccco3)ccc2C1(C)C (stereo not given)
  -3	0	-1.7	-1.8	-0.7	8	0.6	-2.6	-0.6	-2	-5
COc1cc(C[C@@H](C)[C@@H](C)Cc2ccc(O)c(OC)c2)ccc1O
  -4	0	1.3	-1.4	-2.6	-5	-0.9	-3.0	-0.6	-7	8
O=C(Nc1nccs1)c1cccc(N2C(=O)c3cccc4c([N+](=O)[O-])ccc(c34)C2=O)c1
  21	1	-0.8	-0.9	0.6	-1	-1.5	4.1	-0.6	23	-4
Nc1ccccc1C(=O)NNc1c2ccccc2nc2ccccc12
  5	-2	2.2	-0.4	6.4*	2	5.1	6.2	0.1	-2	i
COCCNC(=O)CN1C(=O)NC2(CCCc3ccccc32)C1=O (stereo not given)
  2	1	-0.1	-0.3	0.9	-2	3.3	0.5	-0.2	-1	3
Cn1c(C(=O)c2ccncc2)cc2ccccc21
  3	-2	0.1	-1.1	1.3	-2	3.4	2.5	0.0	7	1
CC12CCC(=O)N1C(C(=O)N1CCN(c3ccc(C(F)(F)F)cc3[N+](=O)[O-])CC1)CS2 (stereo not given)
  0	-1	1.3	-1.1	-0.6	5	1.1	1.3	2.5	1	0
O=C(O)c1ccc(N/N=C/C=C/c2ccccc2)cc1
  0	8.0*	1.4	0.6	4.9	-21	5.3	15*	6.3*	0	-34
O=C1Nc2ccccc2S/C1=C/Nc1cccc(Cl)c1
  8	3	1.4	-0.5	2.3	2	2.9	1.5	1.3	-3	2
O=C1C2=C(Nc3ccccc3SC2c2ccco2)c2ccccc21 (stereo not given)
  2	3	1.6	0.5	3.3	4	0.6	1.6	1.0	-4	15
COc1ccc(OC)c(NC(=O)CCNC(=O)Cn2ccc3ccccc3c2=O)c1
  -2	4	0.9	-1.1	-0.5	2	-3.1	-1.3	-0.2	-1	15
COc1ccc(C(=O)CN2C(=O)NC3(CCCCC3)C2=O)cc1OC
  0	0	-0.9	-1.3	0.0	-1	1.4	-0.3	0.6	1	-5
CCC(c1c(C)n(C)n(-c2ccccc2)c1=O)c1c(C)n(C)n(-c2ccccc2)c1=O
  -8	0	-0.4	-1.3	0.6	3	-1.4	2.5	-1.2	-6	-2

Source: PubChem BioAssay
